A549 viability: counter-screen for Nrf2 inhibitors: cytotoxicity in A549 cells. A549 ARE-Fluc cells, CellTiter-Fluor viability, 18-24 h. Potency, µM (series often up to 46 µM), for inactives: at the top dose activity change, negative = cytotoxicity, most hits filed as inhibitors. hit rate 0.16% among 390,000; further: potency means the concentration at half of the fitted maximal effect; on the % scale 0 is the no-effect control and ±100 the full control effect
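A549 ARE-Fluc cells in 5% FBS OPTI-MEM, 5000 cells/well, rested 2 h then exposed to compounds in concentration-response for 18-24 h at 37 °C. Viability by CellTiter-Fluor fluorescence (Ex 405/Em 525) after 30 min; luciferase luminescence (BugLite, 15 min, RT) read afterwards.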
EPAC2 agonist: activates human EPAC2 exchange factor; Q8WZA2; EPAC2 activation, biochemical qHTS; response scale: 100% = 6.5 mM cAMP response; Potency, µM (titrated, usually from 154 µM), without a hit: top-dose activation, hits mostly activators; hit rate 0.079% among 360,000; AID 720711; further: potency means the concentration at half of the fitted maximal effect; nearly all actives have a fitted effect of over 50% in size
Target sequence (Q8WZA2 whole entry, looked up): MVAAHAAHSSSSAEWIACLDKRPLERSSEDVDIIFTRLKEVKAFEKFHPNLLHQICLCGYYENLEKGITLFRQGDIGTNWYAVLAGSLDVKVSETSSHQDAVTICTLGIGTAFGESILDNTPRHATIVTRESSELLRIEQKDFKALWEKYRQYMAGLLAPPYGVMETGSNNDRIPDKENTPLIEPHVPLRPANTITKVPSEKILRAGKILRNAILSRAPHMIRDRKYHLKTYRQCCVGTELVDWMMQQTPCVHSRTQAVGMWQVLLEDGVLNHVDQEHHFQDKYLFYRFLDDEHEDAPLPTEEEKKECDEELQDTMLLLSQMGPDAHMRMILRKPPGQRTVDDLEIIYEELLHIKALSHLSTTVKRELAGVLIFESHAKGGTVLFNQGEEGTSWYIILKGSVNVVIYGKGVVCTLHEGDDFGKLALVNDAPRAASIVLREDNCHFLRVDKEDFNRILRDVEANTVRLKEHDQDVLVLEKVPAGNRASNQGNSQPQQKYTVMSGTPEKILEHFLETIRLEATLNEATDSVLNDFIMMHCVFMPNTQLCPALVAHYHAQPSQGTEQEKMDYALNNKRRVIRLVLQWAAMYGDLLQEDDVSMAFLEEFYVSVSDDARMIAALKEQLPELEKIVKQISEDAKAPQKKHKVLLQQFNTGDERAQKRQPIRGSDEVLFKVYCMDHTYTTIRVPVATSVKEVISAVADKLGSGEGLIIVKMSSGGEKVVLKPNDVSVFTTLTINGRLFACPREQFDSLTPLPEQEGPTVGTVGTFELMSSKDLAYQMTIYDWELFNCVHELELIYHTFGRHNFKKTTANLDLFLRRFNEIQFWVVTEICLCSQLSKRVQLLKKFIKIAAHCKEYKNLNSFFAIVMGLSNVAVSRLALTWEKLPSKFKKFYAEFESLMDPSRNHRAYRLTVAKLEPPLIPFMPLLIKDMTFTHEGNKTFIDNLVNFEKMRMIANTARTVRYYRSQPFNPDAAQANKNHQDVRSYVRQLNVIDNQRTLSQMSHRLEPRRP
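Nucleotide exchange monitored as fluorescence drop when BODIPY-GDP leaves Rap1B. Reaction: 100 nM EPAC2, 250 nM RAP1B-BODIPY-GDP, 50 uM GDP, room temperature, kinetic read over 30 min. Activity expressed relative to 6.5 mM cAMP.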
Nrf2 activator: Nrf2 pathway activation; AREc32 ARE-luciferase reporter (MCF7-derived line), luminescence, 24 h; Potency, µM (doses to about 46.1 µM), without a hit: at the highest dose activation, actives largely listed as activators; hit rate 0.31% among 410,000; further: potency means the concentration at half of the fitted maximal effect; % of control where 0% means no effect; nearly all actives have a fitted effect of over 65% in size
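AREc32_Fluc, 1000 cells/well, OPTI-MEM + 5% FBS, o/n 37 deg C 5% CO2; 23 nL cpd by pin tool, 24 hr; Steady-Glo 30 min RT, luminescence.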
Mm-Cpn inhibitor: blocks the Methanococcus maripaludis chaperonin Mm-Cpn. purified Mm-Cpn ATPase, ADP Transcreener TR-FRET. Potency, µM (top dose mostly 76.9 µM), without a hit: top-dose activity, negative = inhibition, actives largely listed as inhibitors. hit rate 0.031% among 330,000. AID 504842; further: potency means the concentration at half of the fitted maximal effect; on the % scale 0 is the no-effect control and ±100 the full control effect; nearly all actives have a fitted effect of over 80% in size
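Quantitative HTS used 25 nM Mm-CPN and 10 uM ATP in magnesium/KCl Tris buffer, pH 7.4, with 1 mM DTT. Hydrolysis ran 30 min at 37°C; ADP was read by HTRF.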
Nrf2 inh: inhibitors of Nrf2 signaling. hit rate 2.1% among 360,000. Potency, µM (titrated, usually from 46 µM), inactives show top-dose activity change, negative = inhibition, hits mostly inhibitors. AID 504444. A549 ARE-Fluc reporter, luciferase luminescence, 18-24 h; further: potency means the concentration at half of the fitted maximal effect; on the % scale 0 is the no-effect control and ±100 the full control effect; nearly all actives have a fitted effect of over 60% in size
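A549 ARE_Fluc cells, 5000/well, 5% FBS OPTI-MEM; compounds in dose-response, 18-24 h at 37 °C/5% CO2; CellTiter-Fluor viability read (Ex 405/Em 525), then BugLite luciferase luminescence = Nrf2 activity.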
TGFb inhibitor: TGF-b pathway inhibition; HepG2 CAGA-GFP TGF-b/SMAD3 reporter, GFP fluorescence, 18 h; TGF-beta stimulated, 500 pg/mL final; Potency, µM (doses to about 46.1 µM), without a hit: at the highest dose activity, negative = inhibition, most hits filed as inhibitors; hit rate 1.2% among 410,000; AID 588855; further: potency means the concentration at half of the fitted maximal effect; on the % scale 0 is the no-effect control and ±100 the full control effect; nearly all actives have a fitted effect of over 65% in size
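Inhibition of TGF-beta-driven CAGA-GFP reporter expression in HEPG2 cells is measured by cellular GFP fluorescence after 18 h stimulation with 500 pg/mL recombinant TGF-beta in 1% FBS medium at 37 degrees C.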
CCT chaperon mod: cytosolic chaperonin activity modulation | hit rate 0.3% among 360,000 | purified chaperonin ATPase assay, HTRF ADP detection, 30 min | activity change, % (no concentration beside the values), hits read low | AID 651819; in the data active means activity change below about -30%; further: on the % scale 0 is the no-effect control and ±100 the full control effect
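Enzyme 40 or 20 nM (batch-dependent) in Tris pH 7.4/KCl/MgCl2/DTT; cpd 76 uM single point; ATP 10 uM; 30 min 37 °C; Transcreener ADP HTRF detection, 30 min RT; ratio 665/615.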
Akt phos inh: inhibitors of Akt phosphorylation; Neuro2A IGF-stimulated pAkt S473 HTRF, 20 min; hits give low values; activity change, % for hits at 50 µM; hit rate 0.32% among 360,000; AID 651550; in the data active means activity change below about -80%; inconclusive means mostly about -51% to -80%; further: on the % scale 0 is the no-effect control and ±100 the full control effect
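Neuro2A cells in DMEM with 0.5% FBS, overnight at 37 deg C, given compound at single 50 µM final, then IGF (6 nM final) for 20 min at 37 deg C. Lysed; phospho-Akt Ser473 by HTRF after 24 h, 665/615 ratio.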
EPAC2 antagonist: blocks human EPAC2 exchange factor. Q8WZA2. EPAC2 GEF exchange of Rap1B-BODIPY-GDP, fluorescence. Potency, µM (highest dose often 114 µM), for the others: top-dose activity, negative = inhibition, usual class: inhibitors. hit rate 0.18% among 360,000; further: potency means the concentration at half of the fitted maximal effect; on the % scale 0 is the no-effect control and ±100 the full control effect; nearly all actives have a fitted effect of over 45% in size; many of its hits are not listed in these tables
An asterisk follows results filed as active; i = inactive; u = inconclusive; x = not tested or not shown; & = joins results of further samples; [ ] = remark or other dose. Unless noted, the call rests on the fitted dose curve; in most records, active means well fitted curve in the direction sought with a large enough effect; inconclusive means small, poorly fitted or top-dose-only effect, or another doubt; inactive means no such curve, though single readings can be large; an effect the other way counts as inactive or inconclusive.

canonical_smiles | A549 viability | EPAC2 agonist | Nrf2 activator | Mm-Cpn inhibitor | Nrf2 inh | TGFb inhibitor | CCT chaperon mod | Akt phos inh | EPAC2 antagonist
Cc1cc(SCC(=O)N2c3ccccc3NC(=O)CC2C)nc2ccccc12 (stereo not given) | x | 9% | 0.0% | x | x | -17% | 0.3 | i | -4%
CC(C)NC(=O)c1onc(CSc2nc3ccccc3[nH]2)c1C(=O)NC(C)C | -1% | 8% | -0.7% | 0% | -7% | -10% | -0.5 | i | -6%
CCc1nnc(NC(=O)c2ncc(Cl)c(Cl)c2Cl)s1 | 6% | 3% | u | 3% | 15% | 4% | -3.6 | i | -2%
COCCNC(=O)C1(C)CCCN(Cc2ccc(Oc3ccccc3)cc2)C1 (stereo not given) | x | 0% | -1.1% | x | x | -25% | 0.4 | i | -10%
COc1ccc(OC)c(S(=O)(=O)Nc2ccc(F)cc2)c1 | 0% | 5% | -0.7% | -1% | -21% | 1% | 0.6 | x | -6%
COc1ccc(S(=O)(=O)N2CCCCC2)cc1NC(=O)c1ccc([N+](=O)[O-])o1 | -9% | 3% | 2.0% | 0% | 9% | -10% | 2.7 | i | -1%
CCC1CN(C(=O)NCc2ccc(F)cc2)c2cc(Cl)ccc2O1 (stereo not given) | -4%&0% | 7% | 0.7%&0.1% | 3% | -17%&-13% | u | -1.2 | i | -12%
COc1ccc(CN(C(=O)c2cnccn2)C(C(=O)Nc2ccc(F)cc2)c2ccccc2)cc1 (stereo not given) | 4% | -1% | 0.0% | 1% | -16% | -3% | 1.0 | i | -10%
COc1ccccc1C(=O)OCC(=O)Nc1cccc(S(=O)(=O)NC2=NCCCCC2)c1 | 0% | 3% | -0.8% | 0% | 7% | u | -1.2 | i | 9%
O=C(c1ccc(OC2CCN(Cc3ccccn3)CC2)cc1)N1CCC[C@H]1CO | -2% | 3% | -0.7% | -23% | 11% | -1% | 0.4 | i | -1%
O=C(NCCc1ccc(F)cc1)C(=O)NCC1CCCN1S(=O)(=O)c1ccccc1 (stereo not given) | -15% | 7% | -0.6% | -1% | u | -12% | 2.1 | i | -18%
CC(C)Cn1c(N)c(C(=O)COC(=O)c2ccc(Br)cc2)c(=O)n(C)c1=O | -16% | 7% | -1.1% | 0% | u | -25% | 1.3 | i | -5%
COc1ccc(CC(=O)Nc2c3c(nn2-c2cccc(Cl)c2)CS(=O)C3)cc1 (stereo not given) | -9% | -5% | 0.3% | -3% | u | 1% | 1.7 | i | 4%
COc1cccc(CNC(=O)CCCc2c[nH]c3ccccc23)c1 | 4% | 16% | -0.4% | -4% | -5% | -19% | -0.2 | i | -14%
COc1ccc2c(c1)c(=Cc1ccc(N(C)C)cc1)c1cc(-c3ccccc3)[n+](C)n12 | u | 15% | -3.6% | x | 16µM* | 5µM* | -3.5 | i | -29%
Cc1ccc(C)c(N(C)C(=O)c2ccc3c(=O)n4c(nc3c2)CCCCC4)c1 | -6% | 8% | 0.4% | 1% | 3% | 3% | -72* | x | 21%
CCc1ccccc1OCCCOc1ccc(OC)cc1 | 17% | 7% | -0.4% | 2% | -3% | u | -3.6 | i | -4%
CCOC(=O)[C@]12CCCC=C1N(Cc1ccc3c(c1)OCO3)C(=O)[C@H](CC(=O)NCC13CC4CC(CC(C4)C1)C3)C2 | x | 10% | -1.3% | x | x | x | 0.1 | i | 4%
CN(C)CCCN(C(=O)c1ccc(S(=O)(=O)N2CCCCCC2)cc1)c1nc2cc3c(cc2s1)OCO3 | x | 15% | -0.9% | x | x | u | -0.8 | i | 2%
COc1cccc(CNc2ccc(N3CCC(C)CC3)cc2)c1OC | -8% | -5% | -0.7% | 0% | -19% | u | 2.2 | i | 3%
COc1ccc(N(C)C(=O)c2nc(-c3cccc(F)c3)n3c2CCCCC3)c(OC)c1 | 4% | x | -0.9% | x | 20% | -30% | x | x | x
COc1ccc(OC)c(C2C3=C(COC3=O)Nc3cc4c(cc32)OCO4)c1 (stereo not given) | -16% | -3% | 0.5% | -6% | -3% | u | 3.1 | i | 15%[57.1 µM]
CC1=CCC(C(=O)O)C(C(=O)Nc2cccnc2)C1 (stereo not given) | 3% | 4% | 0.2% | -6% | 10% | -5% | 1.5 | i | 4%
COc1ccc(C(=O)C=Cc2cccs2)c(O)c1 | -6% | 14% | u | x | -1% | -3% | -2.7 | i | -8%

Molecules listed so far that have an NH in an aromatic ring:
canonical_smiles | A549 viability | EPAC2 agonist | Nrf2 activator | Mm-Cpn inhibitor | Nrf2 inh | TGFb inhibitor | CCT chaperon mod | Akt phos inh | EPAC2 antagonist
CC(C)NC(=O)c1onc(CSc2nc3ccccc3[nH]2)c1C(=O)NC(C)C | -1% | 8% | -0.7% | 0% | -7% | -10% | -0.5 | i | -6%
COc1cccc(CNC(=O)CCCc2c[nH]c3ccccc23)c1 | 4% | 16% | -0.4% | -4% | -5% | -19% | -0.2 | i | -14%

Next part:
canonical_smiles | A549 viability | EPAC2 agonist | Nrf2 activator | Mm-Cpn inhibitor | Nrf2 inh | TGFb inhibitor | CCT chaperon mod | Akt phos inh | EPAC2 antagonist
Cc1ccc(N2CCN(S(=O)(=O)c3ccc(-n4cnnn4)cc3)CC2)c(C)c1 | -1%&1% | 0% | -0.1%&0.5% | -1% | u | -10%&0% | 0.0 | i | 7%
Cc1cccc(C)c1NC(=S)NCCSc1ccc(Cl)cc1 | u | 15% | -0.5% | 2% | 26µM* | u | -1.3 | i | -20%
C=CCSc1nccc(-c2cc(Cl)sc2Cl)n1 | 6% | 13% | 10µM* | -1% | 4% | 11% | 0.1 | i | -2%
COc1cc(-c2nc3cnccn3c2NC(C)(C)CC(C)(C)C)ccc1O | 0% | 6% | 6.8% | 0% | -13% | -13% | 0.6 | i | -5%
Cc1cc(C)c(NC(=O)CNC(=O)COC(=O)CN2C(=O)NC3(CCCC3)C2=O)c(C)c1 | 9% | 3% | 0.2% | 1% | 0% | 1% | 0.3 | i | -24%
CC(C)(C)OC(=O)NC(CO)c1cn([C@@H](Cc2cc3ccccc3[nH]2)C(=O)N2CCN(C(=O)OC(C)(C)C)CC2)nn1 (stereo not given in full) | -5% | -3% | 0.4% | x | -9% | 37%[activator] | -1.9 | i | 3%
COc1ccc(-c2csc(Cc3nnc(N4CCOCC4)n3-c3ccccc3)n2)cc1 | 3% | 6% | -0.4% | -2% | u | -23% | -4.5 | i | 0%
Nc1nc(N)c2cc(S(=O)(=O)c3ccc4ccccc4c3)ccc2n1 | x | 7% | 1.9% | x | x | u | -1.6 | i | 4%
CCOC(=O)CCCNC(=O)CCNC(=O)c1ccc(OCCC(C)C)cc1 | -4% | -4% | -0.6% | -1% | -9% | 9% | -0.4 | i | 7%
O=S(=O)(NC1CCCCC1Sc1ncccn1)c1ccc(Cl)cc1 (stereo not given) | -13% | 5% | -0.7% | -2% | 8% | -13% | 2.9 | i | -2%
CCNC(=O)CC1C(=O)N(c2ccc(F)cc2)C(=O)N1Cc1ccc(C)cc1 (stereo not given) | -1% | x | 0.0% | x | -4% | -5% | x | x | x
Cc1ccccc1C(=O)Nc1nc(=S)ss1 | -1% | 3% | -1.1% | -15% | x | -1% | -57* | i | 4%
CN(CCc1ccccn1)C(=O)CC1C(=O)NCCN1Cc1cccc(F)c1 (stereo not given) | 0% | -2% | 0.3% | -1% | -19% | 0% | -0.7 | i | 0%
COc1cccc(NC(=O)C2CCN(S(=O)(=O)c3ccc4c(c3)NC(=O)C(C)S4)CC2)c1 (stereo not given) | -7% | 8% | 4.0% | 1% | u | u | -1.6 | i | 2%
Cc1sc2nnn(CC(=O)N3CCN(C(=O)c4ccco4)CC3)c(=O)c2c1C | 0% | 2% | -0.3% | x | -27% | -22% | 0.9 | i | 0%
O=C(CN1CCOCC1)Nc1ccc2c(c1)CCC2 | 0% | 4% | 0.5% | 0% | 30% | 0% | -2.4 | i | 2%
Cc1ccccc1OCC(=O)OCC(=O)Nc1ccc2c(c1)OCO2 | -3% | 1% | -0.3% | 0% | 5% | -6% | -2.8 | i | 2%
CNc1cnc(-c2cccc(C(=O)N3CCOCC3)c2)cn1 | x | 0% | -0.1%[9.22 µM] | x | x | 8% | -1.7 | i | 4%
Cn1c(C(=O)NCCN2CCN(c3ccccc3F)CC2)cc2c(=O)n(C)c3ccccc3c21 | -12% | 16% | 0.5% | -3% | -11% | 3% | -1.6 | i | -4%
CC(=O)Oc1ccccc1C1=NN(C(C)=O)C(c2ccccc2)C1 (stereo not given) | 7% | 7% | 0.3% | -1% | 8% | 2% | -1.4 | i | u
Cc1ccc2nc(NC(=O)Cc3cccs3)sc2c1 | -1% | 5% | 5.4% | 0% | u | 3% | -2.2 | i | -1%
O=c1cc2nc(-c3cccs3)nc(SCCOc3ccc(Cl)cc3)n2[nH]1 | 13% | x | 4.4% | x | 10% | -7% | x | x | x
Nc1[nH]c(C(=O)c2ccccc2)c(-c2ccccc2Br)c1C(=O)NCCc1c[nH]c2ccccc12 | x | 19% | -2.6% | x | x | x | -0.5 | i | 2%
CCOC(=O)c1sc(NC(=O)CSc2nnnn2-c2ccc(C)cc2)c(C(=O)OCC)c1C | -12% | 16% | 0.5% | 0% | -8% | -3% | -0.7 | i | -2%

With a hit mark in Nrf2 activator, of those listed so far:
SMILES | EPAC2 agonist | Nrf2 activator | Mm-Cpn inhibitor | TGFb inhibitor | CCT chaperon mod | Akt phos inh | EPAC2 antagonist
C=CCSc1nccc(-c2cc(Cl)sc2Cl)n1 | 13% | 10µM* | -1% | 11% | 0.1 | i | -2%

Assay outcomes (PubChem)

This is a subset; count on the stated rates, not on these rows.
